IDE act: boosts human insulin-degrading enzyme activity in HEK cells | P14735 | FAbeta-B cleavage, fluorescence polarization; 0% vehicle, 100% cell-free pure enzyme wells | activation, % at 5.96 µM | hit rate 0.073% among 340,000 | AID 493087;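 active = activation above the mean of all tested compounds plus 3 SD, set per screening campaign, cut at about 17% in these data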
NS3 helicase inh: blocks Hepatitis C virus NS3 helicase unwinding; NS3 helicase DNA unwinding, Cy5 molecular beacon fluorescence; inhibition, % at 10.9 µM; hit rate 0.56% among 290,000; AID 1800;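 active = inhibition above the mean of all tested compounds plus 3 SD, set per campaign, cut at about 35% in these data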;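 note: 0% = DMSO wells and 100% = thioflavine S control wells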
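assay system = NS3 helicase fragment of HCV | buffer or medium = MOPS pH 6.5, MgCl2, DTT, Tween20, BSA | timing = 60 min unwinding reaction at 25 °C after ATP addition | signal = Cy5 beacon fluorescence read at start and 1 h | read-out basis = % inhibition of unwinding | control set = low DMSO, high thioflavine S at 110 µM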
pCIP destab: p/CIP protein destabilization | decrease of EGFP signal, % at 10 µM | hit rate 0.01% among 290,000 | F442A p/CIP-EGFP cells, EGFP fluorescence, 16 h | AID 1984 | Q05BA5;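 active = EGFP signal decrease of at least 30% at 10 µM or well 3 SD below plate mean, unless failing retest; inactive = the rest, including hits failing retest or dose response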; note: some compounds called inactive have numbers as strong as hits; many of its hits are not listed in these tables
Target sequence (Q05BA5 1-1403): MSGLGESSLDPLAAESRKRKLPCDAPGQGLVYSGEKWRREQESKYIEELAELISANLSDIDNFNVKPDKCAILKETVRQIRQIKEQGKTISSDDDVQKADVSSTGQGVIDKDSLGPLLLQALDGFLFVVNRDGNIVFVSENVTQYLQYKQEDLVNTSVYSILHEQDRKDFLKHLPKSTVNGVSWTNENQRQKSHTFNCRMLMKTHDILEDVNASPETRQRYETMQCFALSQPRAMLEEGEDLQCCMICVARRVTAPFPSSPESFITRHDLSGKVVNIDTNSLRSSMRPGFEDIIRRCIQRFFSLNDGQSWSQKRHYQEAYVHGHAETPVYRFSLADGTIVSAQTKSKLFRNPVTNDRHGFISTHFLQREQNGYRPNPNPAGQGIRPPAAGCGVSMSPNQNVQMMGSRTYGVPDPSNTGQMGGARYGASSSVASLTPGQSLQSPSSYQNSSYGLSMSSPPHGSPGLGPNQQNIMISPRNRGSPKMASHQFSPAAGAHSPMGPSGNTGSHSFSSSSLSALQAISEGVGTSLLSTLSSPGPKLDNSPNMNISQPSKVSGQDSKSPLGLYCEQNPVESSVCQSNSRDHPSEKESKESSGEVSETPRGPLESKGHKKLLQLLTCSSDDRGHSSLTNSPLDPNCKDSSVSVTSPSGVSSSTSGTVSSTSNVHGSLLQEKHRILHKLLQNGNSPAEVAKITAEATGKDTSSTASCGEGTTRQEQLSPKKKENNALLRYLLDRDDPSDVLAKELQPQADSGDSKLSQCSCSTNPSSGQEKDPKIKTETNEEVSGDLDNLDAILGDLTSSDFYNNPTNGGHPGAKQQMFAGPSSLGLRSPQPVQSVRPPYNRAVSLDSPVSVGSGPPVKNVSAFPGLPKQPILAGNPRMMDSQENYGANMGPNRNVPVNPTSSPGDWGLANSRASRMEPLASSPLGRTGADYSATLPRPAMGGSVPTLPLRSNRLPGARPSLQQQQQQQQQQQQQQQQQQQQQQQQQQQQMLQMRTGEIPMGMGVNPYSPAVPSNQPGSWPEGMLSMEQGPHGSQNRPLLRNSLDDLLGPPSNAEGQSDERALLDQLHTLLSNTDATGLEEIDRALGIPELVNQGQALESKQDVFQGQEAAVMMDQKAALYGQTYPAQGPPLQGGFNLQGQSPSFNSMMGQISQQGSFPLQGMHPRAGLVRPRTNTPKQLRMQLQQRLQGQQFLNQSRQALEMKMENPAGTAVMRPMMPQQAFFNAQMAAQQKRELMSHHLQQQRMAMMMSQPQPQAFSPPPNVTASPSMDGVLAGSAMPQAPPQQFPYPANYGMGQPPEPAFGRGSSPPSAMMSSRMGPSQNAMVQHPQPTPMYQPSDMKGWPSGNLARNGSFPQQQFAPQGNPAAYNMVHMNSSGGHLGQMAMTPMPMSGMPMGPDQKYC
IMP-1 inh: blocks Pseudomonas aeruginosa IMP-1 metallo-beta-lactamase; purified IMP-1, nitrocefin hydrolysis, epi-absorbance fluorescence; inhibition, % at 5.6 µM; hit rate 0.45% among 290,000; AID 1556;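 active = inhibition above the mean plus 3 SD of all compounds in the same screening run, cut at about 4.5% in these data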;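 note: 0% = IMP-1 with DMSO and 100% = DMSO wells lacking enzyme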
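assay system = purified recombinant IMP-1 metallo-beta-lactamase enzyme | schedule = 15 min preincubation plus 25 min reaction at 25 °C | signal = Epi-absorbance fluorescence, 480 nm excitation, 530 nm emission | read-out basis = percent inhibition from optical density relative to buffer-blank wells | controls = IMP-1 with DMSO as 0%, enzyme-free DMSO as 100%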
DNA FID counter: counter-screen for HCV NS3 helicase inhibitors: DNA intercalator displacement | DNA fluorescent intercalator displacement, fluorescence | inhibition, % at 7.9 µM | hit rate 0.17% among 290,000 | AID 1845; in the data active = inhibition above about 37%;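 note: 0% = vehicle and 100% = reference compound; higher means more ethidium bromide displaced from hairpin DNA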
PHOSPHO1 inh: blocks human PHOSPHO1 phosphatase activity; inhibition, % at 13.3 µM; hit rate 1.1% among 290,000; recombinant PHOSPHO1, absorbance phosphatase assay; AID 1565; Q8TCT1; in the data active = inhibition above about 60%
MEKK3 PB1 HTS: raises or lowers MEK5 binding to the human MEKK3 PB1 domain | bead-based flow cytometry, Alexa488-MEK5 binding to MEKK3; actives lie on both sides; 0 = blocked by unlabeled MEK5, 100 = vehicle | binding response (% of control), % at 10 µM | hit rate 1.4% among 290,000;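 active = binding response more than 3 SD above or below the average of its plate-row segment, actives on both sides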;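 note: Alexa488 bead fluorescence after subtracting the streptavidin-only scavenger bead signal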
UBC9 SUMO inh: SUMOylation inhibition; P63279; HTRF SUMOylation assay, SAE1/SAE2 + UBC9, in vitro; inhibition, % at 35 µM; hit rate 0.36% among 290,000; AID 2006; in the data active = inhibition above about 50%, passing the limit was not always enough; note: strong numbers were not always called active
VIM-2 inhibitor: inhibitors of Pseudomonas aeruginosa VIM-2 metallo-beta-lactamase. purified VIM-2, nitrocefin hydrolysis, epi-absorbance fluorescence. inhibition, % at 5.6 µM. hit rate 0.89% among 290,000. AID 1527;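 active = inhibition above the mean of all tested compounds plus 3 SD, cutoff set per screening run, cut at about 7.5% in these data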;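 note: red hydrolysis product quenches plate fluorescence so inhibitors raise well fluorescence; 0% = enzyme with DMSO and 100% = DMSO without enzyme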
* = called active by the depositor; / = not tested or not shown. A portion of the library (hit frequency here may not be typical).

SMILES | IDE act | NS3 helicase inh | pCIP destab | IMP-1 inh | DNA FID counter | PHOSPHO1 inh | MEKK3 PB1 HTS | UBC9 SUMO inh | VIM-2 inhibitor
Cc1c(C(=O)NCc2ccccc2)cnn1-c1ccccc1 | -1 | 3 | -5 | -2.6 | -6 | -20 | 103 | 4 | 0.7
COCCOC(=O)c1[nH]c2c(c1C)C(=O)CC(c1ccc(OC)cc1)C2 (stereo not given) | -2 | -7 | -5 | -2.0 | -31 | 20 | 107 | 8 | -1.1
NNC(=O)c1cccnc1Oc1ccccc1 | 5 | -4 | 7 | -1.2 | -22 | 38 | 79 | 26 | 0.0
O=C(O)c1ccc(Cn2cc(/C=C\[N+](=O)[O-])c3ccccc32)o1 | 3 | 26 | 0 | -1.5 | -10 | 29 | 107 | 19 | -1.1
CCc1cc(CNC(=O)c2ccc(OC)c(OC3CCN(C(C)C)CC3)c2)on1 | 2 | 1 | -5 | -2.9 | 4 | 46 | 95 | 10 | -1.4
Cc1ccc(S(=O)(=O)NCCCCCC(=O)Nc2nccs2)cc1 | 5 | 3 | -1 | -1.5 | -13 | 6 | 102 | -5 | -0.1
O=C(c1ccc(Cl)cc1)C1CCN(C(=O)C2CC2)CC1 | -1 | -3 | -12 | -0.1 | -11 | 42 | 100 | -1 | -0.8
CCOC(=O)c1sc(NC(=O)CSc2nnc(C(C)C)n2C)nc1C | -1 | 1 | -13 | -3.0 | -14 | -6 | 94 | 11 | -1.8
Cc1ccc(/C=N/N2CCN(c3ccc(Cl)cc3)CC2)o1 | -13 | 4 | -14 | -2.5 | -9 | -27 | 81 | -14 | -1.1
COc1cccc(C(=O)Nc2ccc(S(=O)(=O)Nc3onc(C)c3C)cc2)c1 | 2 | 2 | -2 | -4.7 | -16 | 9 | 99 | -4 | -2.5
CC(C)C(OC(=O)CN1C(=O)c2ccccc2C1=O)C(=O)NC1CCCC1 (stereo not given) | 4 | 7 | -17 | -5.7 | 0 | 18 | 101 | 2 | -3.8
Cc1ccccc1-n1c(SCc2c(C)noc2C)nnc1-c1c[nH]c2ccccc12 | 1 | -9 | -5 | -2.2 | -16 | 15 | 104 | -5 | -1.8
COC1=C(Nc2ccccc2OC)C(=O)c2ccccc2C1=O | / | 9 | -12 | 0.7 | 2 | 22 | 83 | 63 | 10.0*
Cc1cccc(C)c1N1CCN(C(=O)Nc2ccc3c(c2)OCCO3)CC1 | 3 | -4 | -8 | -1.6 | -14 | -10 | 100 | -41 | -3.5
COc1cccc(NC(=O)NNC(=O)COc2ccc3ccccc3c2)c1 | 5 | 0 | -7 | -2.8 | -21 | 31 | 87 | 5 | -4.2
COCc1ccc(C(=O)N2CCc3c([nH]c4ccccc34)C2c2ccccn2)s1 (stereo not given) | 0 | -12 | 2 | -2.8 | -28 | -16 | 103 | -5 | -2.4
COc1ccc(-c2nn(CCC#N)cc2C(=O)Nc2cccc(C(=O)O)c2)cc1OC | 1 | -3 | -11 | -2.4 | -6 | / | 101 | 10 | -3.5
CN(CC(=O)N1CCCC1)S(=O)(=O)c1ccc2ccccc2c1 | 3 | 1 | -3 | -3.8 | -10 | 28 | 91 | 19 | -5.7
CC1(C)CC(=O)C2=C(C1)Nc1ccccc1NC2c1ccc2c(c1)OCO2 (stereo not given) | -1 | -16 | -3 | -1.9 | -7 | 7 | 99 | 23 | -1.4
CC1=CC(C)(C)N2C(=O)C3(C(C#N)=C(N)OC4=C3C(=O)CC(C)(C)C4)c3cccc1c32 (stereo not given) | / | 2 | -6 | -3.0 | -6 | -18 | 101 | 26 | -1.2
CN(Cc1ccon1)C(=O)CC1C(=O)NCCN1Cc1ccc(F)c(F)c1 (stereo not given) | 2 | -2 | -4 | -2.0 | -5 | 51 | 108 | -5 | 0.2
Cc1cccc(NCCC(=O)c2ccc(Br)cc2)c1 | -2 | -3 | -8 | -2.3 | -1 | 24 | 103 | 4 | -1.8
Cc1ncc(CO)c2c1Oc1nc(-c3ccccc3)nc(SCC(=O)Nc3cccc(O)c3)c1C2 | -9 | 6 | 2 | -2.5 | -25 | -62 | 103 | 25 | 1.4
Cc1ccc(-c2csc(NC(=O)CCCc3cccs3)n2)cc1 | 1 | 0 | -10 | -2.8 | 3 | -7 | 102 | 9 | -2.8
CN(C)S(=O)(=O)N1CCC(Oc2ccc(C(=O)NC3CCCCC3)cc2)CC1 | 3 | 1 | 4 | -2.5 | -17 | 18 | 95 | -11 | -2.8
Cc1nc2ncnn2c(C)c1Cc1ccc(Cl)cc1F | 3 | -3 | 1 | -1.2 | -6 | -16 | 112 | -12 | -2.0
Nn1c(SCc2cc([N+](=O)[O-])cc3c2OCOC3)nnc1-c1cccnc1 | 0 | -4 | 1 | -2.3 | 1 | -78 | 107 | -1 | -0.2
O=C(CSc1nnc(CNC(=O)c2cccs2)o1)Nc1ccccc1C(F)(F)F | 9 | 1 | 4 | -3.5 | -5 | 28 | 101 | -3 | -2.0
O=C(NCCN1CCOCC1)c1cc(Sc2ccccc2Cl)nc2ccccc12 | / | -13 | 6 | -1.7 | -11 | -10 | 94 | -15 | 0.6
Cc1ccc(N(CC(=O)Nc2ccc3c(c2)OCCO3)S(=O)(=O)c2c(C)n[nH]c2C)cc1 | 2 | -2 | -6 | -3.1 | -17 | 13 | 101 | 15 | -1.0
CC(OC(=O)C1CSC2(c3ccc(F)cc3)CCC(=O)N12)C(=O)NC(N)=O (stereo not given) | 1 | -49 | 82 | -1.8 | -18 | 32 | 99 | 7 | -0.9
CC(=O)c1cccc(NC(=O)CSCc2ccc(Br)cc2)c1 | -1 | -5 | -16 | 0.0 | -12 | -14 | 83 | -3 | -0.3
CCc1c(C(=O)N/N=C/c2cn[nH]c2-c2ccc(F)cc2)csc1C | 4 | 3 | -12 | -3.1 | -24 | 4 | 105 | -26 | -7.2
CC(/C=C/c1ccccc1)=N/NC(=O)c1nc2nc(C)cc(C)n2n1 | 2 | 8 | -1 | -1.6 | -11 | 20 | 130* | 9 | -3.8
O=C1CCC(C(=O)Nc2cc(C(F)(F)F)ccc2-n2cncn2)=NN1 | 0 | 1 | 8 | -0.5 | -4 | 2 | 101 | 10 | 0.1
COc1cccc(CN2CCN(C(=O)c3cc(-c4cccnc4)nc4ccc(C)cc34)CC2)c1 | 1 | -14 | -6 | -1.1 | -33 | 3 | 103 | -6 | 1.3
O=C(Nc1ccc(Cc2ccncc2)cc1)C1CC1 | 1 | 6 | -1 | -2.7 | -3 | 21 | 102 | 15 | -2.8
Cc1ccc(C(=O)Cn2c(=N)n(N)c3ccccc32)cc1 | 7 | -13 | 4 | -2.0 | 9 | 4 | 104 | 2 | 0.4
CC1=C(C(=O)Nc2ccccc2F)C(c2ccsc2)C2=C(CC(c3ccccc3)CC2=O)N1 (stereo not given) | -4 | -2 | 1 | -1.8 | -21 | 47 | 95 | 20 | -2.0
O=c1[nH]c(=S)[nH]c2c1C(c1ccc(Br)cc1)c1c([nH]c(=S)[nH]c1=O)O2 | -2 | 43* | 0 | -2.2 | -1 | 44 | 109 | 80* | -7.5
N#CCSc1nnc(SCC#N)s1 | 9 | 4 | 6 | 0.1 | -7 | 15 | 103 | 3 | 0.9
CCN1C(=O)N[C@@H](c2ccc(Br)cc2)C(C(=O)OC)=C1C | -4 | 13 | -12 | -0.3 | -14 | 8 | 68 | -12 | 0.9
COc1nonc1NC(=O)CSc1nc2ccccc2[nH]1 | 2 | 1 | 7 | -0.5 | 1 | 10 | 106 | -7 | -2.6
Nc1c(N)c2ccccc2oc1=O | 3 | 4 | 5 | -2.5 | 3 | 2 | 95 | -3 | -3.0
CCn1c(SCC(=O)Nc2sc3c(c2C(N)=O)CCC(C)C3)nnc1-c1ccco1 (stereo not given) | 1 | 32 | 7 | 0.0 | -30 | -84 | 97 | 8 | -3.1

In the list so far, 2 have a CF3 group.
SMILES | IDE act | NS3 helicase inh | pCIP destab | IMP-1 inh | DNA FID counter | PHOSPHO1 inh | MEKK3 PB1 HTS | UBC9 SUMO inh | VIM-2 inhibitor
O=C(CSc1nnc(CNC(=O)c2cccs2)o1)Nc1ccccc1C(F)(F)F | 9 | 1 | 4 | -3.5 | -5 | 28 | 101 | -3 | -2.0
O=C1CCC(C(=O)Nc2cc(C(F)(F)F)ccc2-n2cncn2)=NN1 | 0 | 1 | 8 | -0.5 | -4 | 2 | 101 | 10 | 0.1

(next part)
SMILES | IDE act | NS3 helicase inh | pCIP destab | IMP-1 inh | DNA FID counter | PHOSPHO1 inh | MEKK3 PB1 HTS | UBC9 SUMO inh | VIM-2 inhibitor
CCN(CC)CCCNC(=O)c1cc(-c2cccc(Cl)c2)on1 | 4 | 3 | -6 | -4.2 | 6 | 21 | 84 | 5 | -3.0
CCN(CC)C(=O)C(=O)c1cccn1-c1cccc(-n2cccc2C(=O)C(=O)N(CC)CC)c1C#N | -2 | 9 | -18 | -3.0 | -28 | 0 | / | -10 | 0.7
O=C(NC(=S)Nc1ccccc1N1CCCC1)c1ccccc1Br | -1 | 18 | 3 | -3.0 | -16 | 48 | 109 | 24 | 17*
CCCOc1ccc(/C=N/NC(=O)CN(c2ccc(OCC)cc2)S(C)(=O)=O)cc1 | 6 | -5 | -25 | -2.0 | -25 | 37 | 109 | -30 | -3.6
CCSc1nnc(NC(=O)CCc2ccc(OC)cc2)s1 | 4 | -7 | -7 | -2.1 | -12 | -2 | 98 | -46 | -2.9
NC(=O)N1CCC2(CC1)NC(=O)N(c1ccccc1)N2 | -5 | 1 | -18 | -1.7 | 0 | -32 | 99 | 8 | -2.0
Cn1c(=O)c2c(nc3n2CC(COc2ccc(Cl)cc2)O3)n(C)c1=O (stereo not given) | -4 | -7 | 0 | -2.6 | -13 | 34 | 108 | 0 | -2.3
OCC1(Cc2ccccc2C(F)(F)F)CCN(Cc2ccc3c(c2)CCO3)CC1 | 5 | -11 | -3 | -3.1 | 10 | 36 | 98 | -7 | -2.4
COc1ccc(C(=O)NNC(=O)CSc2nnc(C)n2C)cc1 | -3 | -1 | -15 | -2.2 | 6 | 19 | 106 | 12 | -5.4
Cc1ccn2cc(CCNC(=O)C3CCCCC3)nc2c1 | 6 | -7 | -18 | -3.2 | 0 | -2 | 103 | -2 | 0.0
Nc1c(C(=O)Nc2ccccc2F)sc2nc(-c3cccnc3)ccc12 | -9 | 11 | 12 | -1.0 | -11 | -10 | 94 | 2 | 3.2
CCCN(C(=O)c1cccs1)c1nnc(-c2ccncc2)s1 | 6 | 2 | 18 | -0.6 | -9 | 20 | / | 30 | -2.6
CC1CCCN(CC(O)COc2ccc3c(c2)OCO3)C1 (stereo not given) | 1 | 4 | 2 | -2.4 | -4 | -8 | 108 | 6 | 0.1
CC(=O)c1ccc(N2C(=O)C3C4C=CC(CC4)C3C2=O)cc1 (stereo not given) | 6 | -1 | -6 | -3.1 | -4 | 11 | 105 | 17 | -1.8
Cn1c(SCC(=O)Nc2ccc(F)cc2)nc2c(c1=O)SCC2 | 0 | -2 | -26 | 1.1 | -4 | 4 | 107 | 14 | 0.2
Cc1ccc(C)c(C(=O)Nc2cc(C)nn2-c2nc(C)cc(C)n2)c1 | 0 | 2 | -1 | -2.1 | -11 | 24 | 102 | 1 | -0.5
